pPAFAH inh: pPAFAH enzyme inhibitors, primary screen, biochemical, fluorescence polarization, human. actives 1.5% (n = 330,000). inhibition, % at 3.39 µM. AID 463082, 2010. Platelet-activating factor acetylhydrolase (Homo sapiens), Q13093. recombinant pPAFAH, FP-rhodamine probe fluorescence polarization;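 active means inhibition above the mean inhibition across the screen plus 3 SD, cut at about 25% in these data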;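 further: inhibitors block binding of the rhodamine activity-based probe so polarization drops; 0% = enzyme with DMSO and 100% = wells lacking pPAFAH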
Target sequence (Q13093 whole entry, looked up): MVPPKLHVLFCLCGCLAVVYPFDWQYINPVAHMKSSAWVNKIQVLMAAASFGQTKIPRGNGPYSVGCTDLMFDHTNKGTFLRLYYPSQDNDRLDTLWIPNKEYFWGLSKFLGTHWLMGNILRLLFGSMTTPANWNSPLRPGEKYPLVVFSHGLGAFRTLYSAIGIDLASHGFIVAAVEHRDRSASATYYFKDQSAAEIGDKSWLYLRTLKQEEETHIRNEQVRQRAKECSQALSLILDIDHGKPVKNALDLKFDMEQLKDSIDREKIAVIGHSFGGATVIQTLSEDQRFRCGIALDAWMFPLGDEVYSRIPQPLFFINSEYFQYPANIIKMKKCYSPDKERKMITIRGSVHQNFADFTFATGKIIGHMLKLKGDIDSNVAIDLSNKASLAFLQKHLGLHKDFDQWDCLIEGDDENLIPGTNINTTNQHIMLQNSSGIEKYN
PAD4 inh: human PAD4 inhibitors, primary screen, biochemical, fluorescence polarization, 1536-well format; Protein-arginine deiminase type-4 (Homo sapiens), Q9UM07; recombinant PAD4, RCA probe fluorescence polarization; inhibition, % at 6.36 µM; actives 0.41% (n = 330,000);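 active means percent inhibition above a cutoff equal to the mean of all tested compounds plus 3 SD, cut at about 15% in these data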;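 further: 0% = PAD4 with RCA probe and DMSO and 100% = probe without PAD4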
GSTO1 inh: inhibitors of recombinant GSTO1, primary screen, counter-screen for RBBP9 inhibitor project, biochemical, fluorescence polarization | Glutathione S-transferase omega-1 (Homo sapiens), P78417 | activity-based probe fluorescence polarization | inhibition, % at 5.96 µM | actives 1.1% (n = 300,000) | AID 1974, 2009;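 active means inhibition above the campaign mean inhibition plus 3 SD, cut at about 35% in these data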;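 further: 0% = GSTO1-1 with DMSO and 100% = wells lacking GSTO1-1 enzyme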
PAFAH2 FP inh: PAFAH2 enzyme inhibitors, primary screen, biochemical, fluorescence polarization, human. Platelet-activating factor acetylhydrolase 2, cytoplasmic (Homo sapiens), Q99487. actives 0.99% (n = 340,000). inhibition, % at 3.39 µM. AID 492956, 2010. recombinant PAFAH2, FP-rhodamine activity probe;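 active means inhibition above the mean over all tested compounds plus 3 SD, cut at about 30% in these data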;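 further: inhibitors block probe labeling of enzyme so polarization drops; 0% = enzyme with DMSO and 100% = wells lacking PAFAH2 protein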
PAFAH1B3 inh: PAFAH1B3 enzyme inhibitors, primary screen, biochemical, fluorescence polarization, human; recombinant PAFAH1B3, FP-rhodamine probe; inhibition, % at 3.39 µM; actives 0.28% (n = 340,000);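 active means inhibition above the screen-wide average of all tested compounds plus 3 SD, cut at about 25% in these data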;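 further: 0% = enzyme with DMSO only and 100% = wells lacking PAFAH1B3 protein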
LYPLA2 inh: LYPLA2 inhibitors, primary screen, counter-screen for PME1 inhibitor project, biochemical, fluorescence polarization, FP-Rh probe ABPP | recombinant LYPLA2 | inhibition, % at 5.9 µM | actives 0.38% (n = 320,000);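 active means inhibition above the screen-wide mean plus 3 SD, limit set per campaign, cut at about 26% in these data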;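 further: 0% = LYPLA2 with DMSO and 100% = wells lacking LYPLA2 enzyme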
LYPLA1 inh: LYPLA1 inhibitors, primary screen, counter-screen for PME1 inhibitor project, biochemical, fluorescence polarization, FP-Rh probe ABPP; actives 0.16% (n = 320,000); AID 2174, 2009; Acyl-protein thioesterase 1 (Homo sapiens), O75608; recombinant LYPLA1; inhibition, % at 5.9 µM;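 active means inhibition above the mean of all tested compounds plus 3 SD, set per campaign, cut at about 14% in these data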;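 further: inhibitors block serine hydrolase probe labeling of LYPLA1 so polarization falls; 0% = enzyme with DMSO and 100% = wells lacking LYPLA1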
PME-1 primary: PME-1 inhibitors via competitive probe labeling, primary screen, biochemical, fluorescence polarization, FP-Rh probe, HTS | Protein phosphatase methylesterase 1 (Homo sapiens), Q9Y570 | recombinant PME-1 | inhibition, % at 5.9 µM | actives 0.53% (n = 320,000);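 active means inhibition above the campaign mean of all compounds plus 3 SD, cut at about 26% in these data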;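 further: competitive labeling of PME-1 active site by serine hydrolase directed probe; 0% = PME-1 with DMSO and 100% = wells lacking PME-1 enzyme; inhibitors block probe labeling so polarization falls and inhibition rises; many of its hits are not listed in these tables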
Target sequence (Q9Y570 whole entry, looked up): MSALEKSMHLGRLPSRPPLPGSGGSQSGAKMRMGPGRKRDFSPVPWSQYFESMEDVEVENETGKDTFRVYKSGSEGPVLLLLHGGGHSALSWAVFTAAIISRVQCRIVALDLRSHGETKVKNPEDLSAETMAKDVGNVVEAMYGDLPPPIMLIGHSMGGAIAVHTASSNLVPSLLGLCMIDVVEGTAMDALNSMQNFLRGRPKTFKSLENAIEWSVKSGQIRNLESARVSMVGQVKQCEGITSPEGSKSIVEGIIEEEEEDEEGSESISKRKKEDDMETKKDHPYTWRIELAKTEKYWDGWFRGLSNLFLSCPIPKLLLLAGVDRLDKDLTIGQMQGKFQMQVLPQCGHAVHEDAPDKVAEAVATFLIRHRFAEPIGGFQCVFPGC
PAFAH1B2 inh: PAFAH1B2 enzyme inhibitors, primary screen, biochemical, fluorescence polarization, human. AID 492953, 2010. recombinant PAFAH1B2, FP-rhodamine activity probe. Platelet-activating factor acetylhydrolase IB subunit alpha2 (Homo sapiens), P68402. inhibition, % at 3.39 µM. actives 1.2% (n = 340,000);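 active means inhibition above the mean of all tested compounds plus 3 SD, cut at about 24% in these data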;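 further: 0% = enzyme with DMSO and 100% = wells lacking PAFAH1B2; many of its hits are not listed in these tables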
Starred values were filed as active, the others as inactive; x = not tested or not shown. Not all compounds are listed, so the mix of outcomes need not match the whole.

The line under a structure holds: pPAFAH inh, PAD4 inh, GSTO1 inh, PAFAH2 FP inh, PAFAH1B3 inh, LYPLA2 inh, LYPLA1 inh, PME-1 primary, PAFAH1B2 inh
CCOc1ccc(NC(=S)NC(=O)/C=C/c2ccc(OC)c(OC)c2)c([N+](=O)[O-])c1
    -5.8, -3.1, 3.7, 3.0, 5.3, -2.1, -2.2, 0.8, 2.4
COC(=O)c1cc(C(=O)OCC(=O)NCc2cccs2)cc([N+](=O)[O-])c1
    7.7, 7.2, x, 2.5, -0.2, 8.9, 2.1, 13.4, -4.2
NC(=O)Cn1c(S(=O)(=O)Cc2ccccc2)nc2ccccc21
    0.8, -7.2, 2.9, 1.7, 6.2, 6.0, 3.1, 1.3, 5.5
COC(=O)c1ccccc1N=Nc1c(N)[nH][nH]c1=O
    -1.0, -1.3, 0.9, -1.4, 5.9, 0.6, 1.9, -3.2, -0.3
N#Cc1c2c(c(NCCOCCO)n3c1nc1ccccc13)CCCC2
    2.9, -5.4, -1.0, 4.8, 4.4, -2.1, -0.2, 3.8, -0.7
CCC(Sc1nccn1C)C(=O)Nc1ccc(Cl)cn1 (configuration not stated)
    0.0, 0.6, 7.5, 0.0, 9.4, 13.0, -2.3, -1.1, 3.4
Cn1cc(CN(Cc2ccccn2)C[C@@H]2CCC(=O)N2)c(-c2ccccc2F)n1
    4.2, -2.4, -1.3, 8.7, 3.6, -0.1, 1.0, 0.1, 8.3
Cc1ccc(NC(=O)CCS(=O)(=O)c2ccc3nc(C)sc3c2)cc1
    1.0, -7.6, -0.9, 5.8, -1.4, 3.5, 3.1, 4.7, -3.4
COc1cc(OC)cc(C(=O)N/N=C(\C)CC(=O)Nc2ccccn2)c1
    -1.0, -3.1, -1.7, 0.8, 15.4, -7.2, -1.2, 4.9, -1.0
COc1cc(NC2=CC(=O)CC(C)(C)C2)cc(OC)c1OC
    -3.8, -1.1, -2.4, -1.4, -5.5, 8.8, 1.4, -2.5, 2.9
Cn1c(SCC(=O)NC(=O)Cc2ccccc2)nnc1-c1ccc(F)cc1
    -1.7, 0.9, x, 5.5, 7.5, x, x, x, 4.6
O=C(O)COc1ccccc1/C=N/NC(=O)c1cc(-c2ccc(Cl)cc2)nc2ccccc12
    3.9, -4.7, -15.3, 7.6, -3.4, -7.2, -5.0, -8.7, -1.8
COc1ccc(N2CCN(C(=O)c3ccc(CNS(=O)(=O)c4cccc(OC)c4)cc3)CC2)cc1
    4.8, 2.5, -0.7, -1.4, 5.3, 31.2*, 0.0, 5.8, -1.2
O=C(Cn1nc(-c2ccc(Cl)cc2)ccc1=O)NCC1CCCO1 (configuration not stated)
    -0.8, -0.3, 6.6, -2.0, -2.5, 8.4, -4.0, 2.6, 7.0
COc1ccc(-c2oc(=O)c3cc(OC)c(OC)cc3c2C#CC2(O)CCCCC2)cc1
    3.4, 1.2, x, -3.3, -8.6, x, x, x, -2.6
COC(=O)c1cc(NC(=O)Cc2ccccc2[N+](=O)[O-])cc(C(=O)OC)c1
    3.2, 1.2, 2.2, 4.7, 4.4, -6.2, -3.2, -7.4, -3.4
Cc1cccc(N2CCN(C(=O)CNC(=O)c3ccccc3)CC2)c1C
    7.5, 7.6, 3.5, -5.6, -1.1, 2.8, 3.2, -1.4, 3.3
COc1ccc(CC(=O)N/N=C(\C)CC(=O)Nc2ccc3c(c2)OCCO3)cc1OC
    5.5, 0.5, -0.8, 8.3, 4.7, 2.5, 3.2, -2.2, 3.6
CN(C)CCCNC(=S)N1CCN(c2nc(-c3ccccc3)cs2)CC1
    1.7, 1.4, -1.0, -4.1, 8.7, -2.9, -2.7, -3.2, 6.1
CC1(C)Cc2cccc(OCC(=O)OCC(=O)Nc3ccc(C(N)=O)cc3)c2O1
    0.3, 0.1, -0.9, 0.8, 1.9, 1.1, 1.8, -5.1, 4.2

Just GSTO1 inh and PAFAH1B3 inh, for some of the entries so far:
canonical_smiles | GSTO1 inh | PAFAH1B3 inh
CCC(Sc1nccn1C)C(=O)Nc1ccc(Cl)cn1 (configuration not stated) | 7.5 | 9.4
Cn1c(SCC(=O)NC(=O)Cc2ccccc2)nnc1-c1ccc(F)cc1 | x | 7.5

New compounds follow
The line under a structure holds: pPAFAH inh, PAD4 inh, GSTO1 inh, PAFAH2 FP inh, PAFAH1B3 inh, LYPLA2 inh, LYPLA1 inh, PME-1 primary, PAFAH1B2 inh
COc1ccc2oc(C(=O)N(C)CCOc3ccccc3)c(C)c2c1
    6.5, -1.8, 5.1, 16.4, 10.4, 5.6, 0.9, -2.3, 2.6
O=C(NCc1ccccc1Cl)c1cc2ccccc2oc1=O
    4.9, 1.6, -1.0, 3.1, 3.1, -1.1, -0.9, -6.6, 1.6
Cc1cc(NC(=O)CSc2nc3c([nH]c4ccccc43)c(=O)n2-c2ccccc2F)no1
    -3.6, 0.8, -6.4, -7.4, 2.9, -21.4, -13.5, -7.3, 2.3
CCC1=C(OC(=O)N(CC)CC)N2C(=O)OC(=NCCc3c[nH]c4ccccc34)[C@]2(Cc2ccccc2)[C@H]2C1=CC[C@H]1C(=O)N(C)C(=O)[C@H]12
    7.8, 2.5, -3.0, 3.9, -1.1, 6.0, 1.3, 0.6, 4.8
Cc1ccc(CSc2nc3c(c(N(C)C)n2)CCCC3)cc1
    2.5, -4.1, 24.3, 1.5, -3.3, 3.5, -3.6, 0.1, 7.6
O=C(NC12CC3CC(CC(C3)C1)C2)c1ccc(=O)oc1
    2.2, 3.1, -9.1, 1.4, 10.1, 0.0, -0.1, -3.3, 5.7
COc1ccc(-n2nnnc2SCC(=O)Nc2nc3c(s2)CCCC3)cc1
    2.9, -0.1, -5.3, 3.6, 0.3, 4.8, -1.0, 3.7, 4.9
COc1cc(C(=O)C(=O)c2ccc(O)c(OC)c2)ccc1O
    2.9, -4.8, 6.9, -5.4, 15.2, 10.2, 3.3, -3.6, -0.7
COC(=O)c1c[nH]n2c(=O)c(Cl)c(C)nc12
    -1.2, -3.8, -4.4, -4.0, -2.9, -9.1, -1.7, -1.6, 3.3
CCc1ccccc1NC(=S)N1CCN(c2cccc(OC)c2)CC1
    1.8, 4.2, 1.7, 4.1, 9.5, 0.2, 3.6, 3.8, 4.7
CCOC(=O)N1CCN(C(=O)c2cc(-c3ccncc3)nc3ccccc23)CC1
    5.8, -0.2, 3.9, -4.0, 4.6, -0.4, -0.1, -0.7, 5.4
CCN(CC(=O)Nc1ccccc1OC)C(=O)c1ccc2[nH]c3c(c2c1)CC(C)CC3 (configuration not stated)
    12.0, -2.9, x, 13.5, -0.8, -7.1, -1.6, 0.9, 4.2
Cc1nnc(-c2ccc(Oc3ccc(C)c(C)c3)c([N+](=O)[O-])c2)o1
    17.7, 0.2, 5.6, 3.6, 5.5, 17.8, 0.3, 9.2, 6.1
Cc1cc(NC(=O)c2cccc(S(=O)(=O)N3CCCCC3)c2)no1
    -3.8, -2.0, 1.6, 0.1, -5.2, -3.0, -2.0, 5.1, -1.8
CCN(CC)S(=O)(=O)c1ccc(N2CCOCC2)c(NC(=O)c2ccc(=O)[nH]c2)c1
    1.7, 1.2, x, 4.6, 3.3, x, x, x, 1.2
Cc1ccc(/C=N/Nc2ccc(Cl)c(C(=O)O)c2)s1
    10.2, 0.8, 4.4, 6.2, 14.9, 3.2, 2.7, 5.1, 3.3
CCOC(=O)Cc1csc(NC(=O)CCCN2C(=O)c3ccccc3C2=O)n1
    -1.6, 0.8, 7.6, -2.1, -8.7, 3.0, -2.2, -2.0, 1.1
CCCn1cc(CN2CCC(n3nccc3NC(=O)c3ccc4c(c3)OCO4)CC2)c(C)n1
    0.8, -0.8, 7.4, -1.5, 4.6, 3.0, 1.5, 3.0, 5.5
CC[C@@H](C)CN1C(=O)N[C@@H](c2ccccc2)C(C(C)=O)=C1C
    7.8, -4.0, 3.5, 7.9, 0.6, -3.1, -5.1, -4.1, 5.0
COc1ccc(-n2cccc2/C=C/[N+](=O)[O-])cc1
    21.0, -4.5, 8.3, 12.5, 2.9, -3.8, -4.1, 3.5, 0.7
CC(=O)CSc1ccc(-c2nc3ccccc3[nH]2)cn1
    5.4, -1.9, -8.2, -0.4, 6.1, -0.4, -0.3, -21.8, -5.2
Cc1cc(=O)n(CC(=O)NCCN2CCOCC2)c2c1c(C)nn2-c1ccccc1
    5.6, -4.0, -1.8, -2.8, 10.7, 1.2, 2.6, 4.7, 1.1
CC(=O)C1=C(O)C(=O)N(c2ccc(C(=O)O)cc2)C1c1ccccc1 (configuration not stated)
    3.3, -7.5, 2.7, 0.5, -0.9, 1.4, 2.7, -0.6, 5.5
O=C(Nc1ccccc1C(F)(F)F)Nc1cccc2ccccc12
    1.4, -4.9, 2.5, -7.6, -0.8, 0.0, -1.6, -6.7, 2.9
O=C(CN1CCCCC1)N1c2ccccc2Sc2ccc(C(F)(F)F)cc21
    3.3, 0.7, -10.0, -1.9, 6.5, 1.7, 2.2, 1.2, -1.9
Cc1ccc2[nH]c(=O)c(CN(CCCN3CCOCC3)C(=O)Nc3ccc(Cl)cc3)cc2c1
    3.7, 2.8, 9.2, -2.8, 0.3, -1.4, -3.4, -1.1, -4.2
N#CCCN(C(=O)COC(=O)c1nc(Cl)ccc1Cl)c1ccccc1
    1.3, -5.9, -3.4, 5.5, 8.7, 3.0, -3.9, -6.2, 3.0
CCCNC(=O)c1c(C)cc(=O)oc1C
    4.4, -6.3, 5.2, -1.8, -4.3, -7.3, -2.8, -2.5, -1.6
COc1ccc2nc(NC(=O)c3ccccc3C(=O)O)sc2c1
    1.9, 1.4, 0.6, 0.2, 11.6, -5.1, 1.5, 3.3, -0.1
CCn1cc(C(=O)NCC(OC)OC)c(=O)c2cc(S(=O)(=O)N3CCCC3)ccc21
    3.2, -2.9, -1.4, 8.2, 3.8, 0.6, -2.9, 0.2, 6.4

Assay outcomes (PubChem)
